HCV inh – blocks hepatitis C virus. Huh7.5.1 HCVcc-Cre infection, luciferase reporter, 44 h. Potency, µM (titrated, usually from 41.8 µM), inactives show top-dose activity change, negative = inhibition, most hits filed as inhibitors. 3.4% of 340,000 active. AID 651820
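After 44 h co-culture of compound, cells and HCVcc-Cre (~0.5 moi), substrate is added for 15 min at room temperature and luciferase measured over 15 sec. Cells were seeded at 1,000/well and pre-cultured 4 h.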
LmPK inhibitor – blocks Leishmania mexicana pyruvate kinase activity; purified LmPK, Kinase-Glo ATP luminescence, 1 h; Potency, µM (doses to about 57.5 µM), for inactives: at the highest dose activity change, negative = inhibition, usual class: inhibitors; 0.37% of 290,000 active; AID 1721
Target sequence (Q27686 whole entry, looked up): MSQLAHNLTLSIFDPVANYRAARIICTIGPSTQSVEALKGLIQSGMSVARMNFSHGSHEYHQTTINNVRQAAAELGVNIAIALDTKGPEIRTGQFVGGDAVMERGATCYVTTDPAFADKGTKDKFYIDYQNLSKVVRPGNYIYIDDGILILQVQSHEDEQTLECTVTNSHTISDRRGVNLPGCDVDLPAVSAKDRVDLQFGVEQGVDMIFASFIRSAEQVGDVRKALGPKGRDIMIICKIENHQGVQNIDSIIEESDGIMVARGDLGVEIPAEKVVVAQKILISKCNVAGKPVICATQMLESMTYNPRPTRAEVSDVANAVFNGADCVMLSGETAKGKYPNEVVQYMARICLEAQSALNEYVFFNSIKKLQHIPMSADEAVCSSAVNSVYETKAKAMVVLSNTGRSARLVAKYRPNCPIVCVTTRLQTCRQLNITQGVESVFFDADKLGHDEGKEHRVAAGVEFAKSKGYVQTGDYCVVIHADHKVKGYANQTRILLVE
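Kinase-Glo luminescence read after 1 h RT reaction of 0.1 nM LmPK with 0.5 mM PEP and 0.1 mM ADP. Activity scaled between uninhibited and enzyme-free controls.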
Pf growth 96h – P. falciparum growth inhibition at 96 hour, primary screen for plastid delayed-death inhibitors; Potency, µM (series often up to 28.7 µM), inactives show at the top dose activity change, negative = inhibition, usual class: inhibitors; AID 504834; P. falciparum luciferase reporter growth, 96 h; 6.9% of 320,000 active
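Infected RBCs, 2% Hct / 0.05% parasitemia final; luciferase-reporter P. falciparum; cpd 96 h, 37 C, 5% CO2; luciferase detection reagent; luminescence.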
Pf growth 48h – inhibits P. falciparum growth in the first generation, 48 h; P. falciparum luciferase growth in erythrocytes, 48 h; Potency, µM (titrated, usually from 28.7 µM), for inactives: at the top dose activity change, negative = inhibition, actives largely listed as inhibitors; 5.9% of 310,000 active; AID 504832
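A one-generation exposure of luciferase-tagged malaria parasites in RPMI 1640/Albumax erythrocyte culture, 37 C and 5% CO2. Inhibition is inferred from decreased luminescence after adding detection reagent.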
Tb PYK inh – T. brucei pyruvate kinase inhibition | TbPYK enzyme, Kinase-Glo Plus ATP luminescence, 45 min | Potency, µM (highest dose often 76.8 µM), without a hit: at the top dose activity, negative = inhibition, most hits filed as inhibitors | Q57TT1 | 0.12% of 410,000 active; further: nearly all actives have a fitted effect of over 50% in size
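ADP (130 uM final) triggers the TbPYK reaction after compound addition; incubation is 45 min at room temperature. Kinase-Glo Plus is then added and luminescence imaged. Normalized data are fitted to concentration-effect curves.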
Sm TGR block – inhibitors of Schistosoma mansoni thioredoxin glutathione reductase. purified TGR, DTNB reduction, TNB absorbance 405 nm. Potency, µM (top dose mostly 114 µM), without a hit: top-dose activity change, negative = inhibition, usual class: inhibitors. 3% of 360,000 active; further: nearly all actives have a fitted effect of over 60% in size
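Kinetic colorimetric format: TGR-catalysed, NADPH-driven DTNB reduction monitored via TNB absorbance. Enzyme dispensed at 20 nM; compound exposure 15 min at room temperature before reaction start.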
Numbers without * were called inactive; ? = inconclusive; · = not tested or not shown; & = joins results of further samples; [ ] = remark or other dose. The call rests on the fitted dose curve; in most records, active means well fitted curve in the direction sought with a large enough effect; inconclusive means small, poorly fitted or top-dose-only effect, or another doubt; inactive means no such curve, though single readings can be large; an effect the other way counts as inactive or inconclusive. On the % scale 0 is the no-effect control and ±100 the full control effect; potency means the concentration at half of the fitted maximal effect.

SMILES	HCV inh	LmPK inhibitor	Pf growth 96h	Pf growth 48h	Tb PYK inh	Sm TGR block
CC(C)(C)c1csc(NC2=NS(=O)(=O)c3ccccc32)n1	-1%	7%	0%	129%[activator]	2%	-7%
COc1cccc(NC(=O)C(C)OC(=O)CCCNC(=O)c2ccc(Cl)cc2)c1 (configuration not stated)	1%	0%	52%[activator]	38%[activator]	-1%	2%
C=CCn1c(CC(=O)Nc2ccc(C)cc2C)nnc1SCC(=O)N1CCOCC1	14%	-7%	19%	16%	-6%	-12%
COc1cc(C(=O)NNC(=O)C2CCC2)cc(OC)c1OC	3%	·	-13%	6%	6%	-3%
O=c1[nH]c(SCc2n[nH]c(=S)n2-c2ccccc2)nc2sc3c(c12)CCC3	·	?	6%	·	?	-4%
Cc1ccc(CSc2nnc(-c3ccc(NS(=O)(=O)c4ccccc4)cc3)o2)cc1	40%[activator]	-8%	?	-2%	3%	1%
Cc1cc(NC(=O)c2cc(-c3cccnc3)nc3c(C)c(C)ccc23)no1	?	3%	13%	2.9µM*	0%	-2%
Cc1ccccc1NC(=O)CS(=O)(=O)c1cn(CC(=O)N2CCOCC2)c2ccccc12	21%	7%[11.5 µM]	20%	?	-6%	0%
COc1ccc(S(=O)(=O)Nc2cc(C)nn2-c2ccccc2)cc1	-5%	-6%	34%[activator]	·	-6%	0%
O=C(c1cccs1)N1CCn2c1nc1ccccc12	12%	?	-2%	105%[activator]	-15%	4%
CCN(CC)c1ccc(/C=N/NC(=O)c2ccoc2C)c(O)c1	2.8µM*	-5%	?	1.3µM*	-3%	18%
CCc1cc2c(NCc3ccccc3)nc(C)nc2s1	7.9µM*	6%	6%	163%[activator]	0%	12%
C=CCNc1nc2ccccc2nc1NS(=O)(=O)c1ccc(Cl)cc1	-6%	8%	-18%	121%[activator]	3%	0%
CC(NS(=O)(=O)c1ccc(N)cc1)C1CC2CCC1C2 (configuration not stated)	1%	-2%	1%	0%	8%	-9%
C=CCNC(=S)/N=c1\sccn1C	-5%	2%	4%	-15%	0%	8%

A stretch from further up, as a working copy:
SMILES	HCV inh	LmPK inhibitor	Pf growth 96h	Pf growth 48h	Tb PYK inh	Sm TGR block
COc1ccc(S(=O)(=O)Nc2cc(C)nn2-c2ccccc2)cc1	-5%	-6%	34%[activator]	·	-6%	0%
O=C(c1cccs1)N1CCn2c1nc1ccccc12	12%	?	-2%	105%[activator]	-15%	4%
CCN(CC)c1ccc(/C=N/NC(=O)c2ccoc2C)c(O)c1	2.8µM*	-5%	?	1.3µM*	-3%	18%
CCc1cc2c(NCc3ccccc3)nc(C)nc2s1	7.9µM*	6%	6%	163%[activator]	0%	12%
C=CCNc1nc2ccccc2nc1NS(=O)(=O)c1ccc(Cl)cc1	-6%	8%	-18%	121%[activator]	3%	0%
CC(NS(=O)(=O)c1ccc(N)cc1)C1CC2CCC1C2 (configuration not stated)	1%	-2%	1%	0%	8%	-9%
C=CCNC(=S)/N=c1\sccn1C	-5%	2%	4%	-15%	0%	8%

Following part.
SMILES	HCV inh	LmPK inhibitor	Pf growth 96h	Pf growth 48h	Tb PYK inh	Sm TGR block
C/C(=N\NC(=O)C(N)=O)c1ccc(Br)cc1	-3%	-5%	?	4%	0%	0%
COc1cc(NC(=O)c2sc3ncn(CC(=O)N4CCCCC4)c(=O)c3c2C)cc(OC)c1OC	-7%	5%	25%	?	-7%	8%
CC(=O)N1CCc2c(sc(NC(=O)CN3C(=O)CCC3=O)c2C(N)=O)C1	9%	4%	6%	-2%	-5%	-15%
CN(C)CCCNC(=S)N(CCCO)Cc1cc2cc3c(cc2[nH]c1=O)OCO3	10%	10%	44%[activator]	-23%	3%	0%
COc1ccccc1NC(=O)c1ccccc1Oc1ccccc1	?	9%	?	?	-4%	17%
CCN(CC)c1ccc(S(=O)(=O)N2CCOCC2)cc1NC(=O)CSc1ccccc1	?	·	?	?	5%	-15%
CC(C)(C)[C@H]1CCC(=O)N([C@H](CN=[N+]=[N-])Cc2ccccc2)CC1	2%	11%	?	-18%	3%	-17%
CC(=O)c1ccc(N2C(=NC(=O)C3CCCCC3)SC3CS(=O)(=O)CC32)cc1 (configuration not stated)	11%	2%	30%[activator]	-1%	0%	-16%
O=C(Nc1nnc2n1CCS2)c1ccco1	3%	7%	14%	9%	-7%	5%
CC1(C)Cc2c(sc(NC(=O)c3ccc4ncsc4c3)c2C(N)=O)C(C)(C)N1	?	6%[11.5 µM]	107%[activator]	83%[activator]	1%	4%
C=CCNC(=S)NCCO	15%	6%	?	10%	-5%	2%
Cc1nc2ccc(NC(=O)c3cccnc3)cc2s1	?	8%	23%	2%	-1%	13%
[Hg+][c]1ccccc1	·	·	3.4µM*	4.8µM*	?	·
O=C(Nc1nc(-c2cccs2)cs1)c1ccc(Cl)cc1	?	3%	·	-3%	-7%	5%
CC1(N2CCCCC2)C(=O)c2ccccc2C1=O	-3%	-9%	2%	25%	-1%	-10%
O=C(O)CCc1ccc(-c2ccccc2)n1NC(=O)c1ccco1	4%	-8%	-1%	-8%	1%	?
S=C(NCCc1ccccc1)Nc1ccccc1N1CCOCC1	-10%	0%	28%	?	-1%	-17%
CN(C)c1ccc(N=Nc2ccccc2Br)cc1	?	-9%	441%[activator]	98%[activator]	3%	-5%
COc1ccc(CC(=O)N2CCc3cc(OC)c(OC)cc3C2C)c(OC)c1 (configuration not stated)	-8%	-2%	?	?	-15%	-1%
O=C(c1ccc(F)c(S(=O)(=O)N2CCOCC2)c1)N(c1ccccc1)c1ccccn1	9%	3%	4%	5%	6%	1%
COc1ccc(NC(=O)CN2C(=O)C(C)Oc3ccccc32)cc1OC (configuration not stated)	-60%	7%	?	12%	-1%	-30%
CN1CCN(S(=O)(=O)c2ccc(C(F)(F)F)cc2)C(c2ccccc2)C1 (configuration not stated)	6%	·	-26%	?	-9%	2%
NS(=O)(=O)c1ccc(CCNS(=O)(=O)c2ccccc2)cc1	21%	5%	?	16%	-5%	7%
CCOc1ccc(NC(=O)CCNS(=O)(=O)c2cccc3nsnc23)cc1	-21%	-4%	36%[activator]	-3%	11%&-1%	27%&-2%
CCOc1ccc(N(C)S(=O)(=O)c2cc(-c3cc(C)no3)ccc2C(C)C)cc1	?	8%	7%	?	-2%	-3%
CC(C)OC(=O)c1cc(NC(=O)c2nn(C)cc2Br)cc(C(=O)OC(C)C)c1	?	0%	-12%	-22%	-8%	-4%
CCOC(=O)c1[nH]c2ccc(F)cc2c1NC(=O)Nc1ccccc1OC	-16%	3%	8%	33%[activator]	-6%	-10%
CC(C)Cc1nc2c(nnn2Cc2ccccc2F)c(=O)[nH]1	-9%	0%	9.3µM*	?	6%	12%
COC(=O)CCC/C=C1/SCC(NC(=O)c2ccccc2)/C1=N/O (configuration not stated)	11%	-1%	-6%	27%	4%	0%
Cc1nc(/N=C\c2ccc(N(C)C)cc2)sc1C	22%	·	68%[activator]	9%	-3%	-4%
C=C(C)Cn1c(CCNC(=O)CC)nc2ccccc21	-4%	2%	17%	-6%	-1%	-6%
O=C(CSc1nc(O)cc(=O)[nH]1)N1c2ccccc2CCc2ccccc21	28%	1%	?	51%[activator]	7%	-16%
COc1ccc(-c2nc(Cn3c(SCc4ccc(C)cc4)nc4ccncc43)c(C)o2)cc1OC	?	5%	?	·	1%	?
COCC(C)NC(=O)c1cc2c(ccc3ccccc32)oc1=O (configuration not stated)	-7%	-3%	125%[activator]	-4%	0%	0%
CS(=O)(=O)N(CC(=O)NCC1CCCO1)c1cc(Cl)c(Cl)cc1Cl (configuration not stated)	-7%	-2%	-2%	30%[activator]	-2%	23%
COc1ccc(C(C(=O)NC(C)(C)C)N(CCO)C(=O)CCC(=O)Nc2cc(C)on2)cc1 (configuration not stated)	8%	1%	0%	-12%	4%	1%
COc1ccc(CCNC(=S)Nc2ccc(C)cc2C)cc1	?	2%	-14%	-10%	6%	-2%
Nc1ccc2nc(-c3ccccc3)c(-c3ccccc3)nc2c1	13%	-11%	?	-1%	-5%	1%
CC(C)Cn1nc(NC(=O)c2cccs2)c2cc3ccccc3nc21	8.9µM*	0%	?	?	7%	6%
O=C1C=C(c2cccs2)C[C@H](c2ccccc2)[C@H]1n1nnc([N+](=O)[O-])n1	?	0%	?	?	-6%	-11%
Brc1cnc2nc(SCc3nc4ccccc4[nH]3)[nH]c2c1	-7%	-3%	34%[activator]	?	0%	7%
CCOC(=O)c1c(NC(=O)CN2C(=O)NC(C)(c3ccc(Cl)cc3)C2=O)sc(C(=O)NC)c1C (configuration not stated)	14µM*	0%	4.7µM*	8.3µM*	-6%	-14%
O=S(=O)(c1cccc(-c2cn3cccnc3n2)c1)N1CCOCC1	·	1%	0%	?	-12%	6%
Cn1cc(Br)c(C(=O)NN2C(=O)C3C4C=CC(C5CC45)C3C2=O)n1 (configuration not stated)	13%	0%	38%[activator]	23%	0%	-1%
CCCc1ccccc1OCCNS(=O)(=O)c1cc2c(cc1C)OCC(=O)N2	?	-3%	1%	-25%	-12%	14%
COc1ccccc1N1CCN(c2ncnc3sc(C(=O)NCC4CCCO4)c(C)c23)CC1 (configuration not stated)	-18%	-4%	?	-23%	0%	-4%
CC(C)CCNc1ncnc2c1cnn2Cc1ccccc1Cl	?	2%	-11%	-19%	2%	6%
COc1ccc2[nH]c(O)c(N=O)c2c1	-4%	-3%	?	-16%	-10%	3%
S=C(c1ccc(-c2ccc(Br)cc2)o1)N1CCOCC1	?	-19%	275%[activator]	181%[activator]	-9%	-6%
Clc1nc2c(ccc3ccccc32)[nH]1	?	1%	95%[activator]	111%[activator]	0%	16%
O=C(Nc1ccccc1Cl)c1cccc(NS(=O)(=O)c2ccccc2)c1	-15%	1%	·	15%	·	-21%
COc1cc([N+](=O)[O-])cc2cc(C(=O)N3CCN=C3c3ccccc3)c(=O)oc12	5%	5%	0%	4%	-1%	?
Cc1cc(C)c(OCC(=O)Nc2cccc(NC(=O)c3ccco3)c2)c(Br)c1	?	-5%	?	?	-4%	2%
CCn1c(C)c(C(C)=O)c(N2CCC(C(N)=O)CC2)nc1=S	14%	-7%	-4%	12%	0%	0%
Cc1ccc(NC(=O)n2ccc(-c3ccc(-n4ccnc4)cc3)n2)cc1	6%	0%	136%[activator]	161%[activator]	0%	3%
CCn1c(SCC(=O)Nc2ccccc2)nc2c1c(=O)n(C)c(=O)n2C	-9%	0%	12µM*	12%	3%	3%
COc1cccc(CNS(=O)(=O)c2ccc(S(=O)(=O)N3CCCC3)cc2)c1	-4%	?	?	?	-3%	45µM*
COc1ccc(NC(=O)CN2C3CCC2CC(O)(c2cccnc2)C3)cc1OC (configuration not stated)	13%	-1%	?	·	-11%	2%
O=C(Oc1ccc2ccc(=O)oc2c1)c1ccc([N+](=O)[O-])cc1	6%	0%	-4%	2%	-8%	-19%
O=C(O)c1cc(O)c2c(c1)[O][Bi][O]2	·	·	-17%	-8%	5%	·

Screening results from PubChem BioAssay.
